LDHA block = LDHA (human) enzyme inhibition. P00338. purified LDHA, NADH/diaphorase-resazurin fluorescence; hits give low values. activity change, % (values are at about 110 or 230 µM). hit rate 0.15% among 480,000. AID 1347041; in the data active means activity change below about -30%; inconclusive means mostly about -25% to -30%;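 further: plate controls were DMSO wells for no effect and wells without enzyme for full effect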
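Remaining NADH was detected by diaphorase (0.133 mg/mL) converting 37 µM resazurin to fluorescent resorufin, read at 0 and 20 minutes. The preceding 5-minute room-temperature reaction used 2 nM LDHA, 0.2 mM sodium pyruvate and 0.06 mM NADH at pH 7.4.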
Vif-APOBEC3G blk = inhibitors of Vif-APOBEC3G interaction | Q9HC16 | HeLa A3G-eYFP + Vif (tagged APOBEC3G with the HIV-1 protein that degrades it), YFP fluorescence, overnight | Potency, µM (highest dose often 46.1 µM), for the others: at the highest dose activity, negative = active, usual class: inhibitors | hit rate 0.076% among 410,000 | AID 602310;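 further: potency means the concentration at half of the fitted maximal effect; on the % scale 0 is the no-effect control and ±100 the full control effect; nearly all actives have a fitted effect of over 60% in size; hits raise eYFP signal because A3G escapes Vif-driven loss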
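Read-out is eYFP fluorescence (Ex 488/Em 500-530) from Vif-expressing HeLa A3G-eYFP cells; more signal means A3G escaped Vif-mediated degradation. Cells plated overnight, compound pinned in, incubated overnight at 37 deg C.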
mIDH1 inhibitor = blocks human mutant IDH1 R132H enzyme. AID 602179. Potency, µM (doses to about 76.6 µM), for the others: top-dose activity change, negative = inhibition, usual class: inhibitors. hit rate 0.093% among 390,000. O75874. IDH1-R132H enzyme, NADPH consumption, diaphorase/resazurin fluorescence; further: potency means the concentration at half of the fitted maximal effect; on the % scale 0 is the no-effect control and ±100 the full control effect; nearly all actives have a fitted effect of over 65% in size
Target sequence (O75874 whole entry R132H, stated change not applied): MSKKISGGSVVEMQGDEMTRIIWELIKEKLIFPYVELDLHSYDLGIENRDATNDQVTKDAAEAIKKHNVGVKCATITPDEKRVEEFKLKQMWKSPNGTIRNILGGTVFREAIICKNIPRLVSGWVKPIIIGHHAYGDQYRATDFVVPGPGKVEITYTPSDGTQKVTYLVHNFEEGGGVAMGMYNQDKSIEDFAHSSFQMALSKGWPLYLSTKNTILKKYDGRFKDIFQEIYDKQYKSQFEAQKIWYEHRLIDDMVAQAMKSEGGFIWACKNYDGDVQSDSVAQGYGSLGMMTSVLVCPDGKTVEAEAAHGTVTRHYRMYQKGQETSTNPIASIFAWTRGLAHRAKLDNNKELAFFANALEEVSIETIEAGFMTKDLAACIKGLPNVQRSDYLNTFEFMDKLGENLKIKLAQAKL
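IDH1-R132H (0.5 ug/mL dispensed) in pH 7.5 Tris buffer was preincubated 30 min with compound, then given a substrate mix of 0.016 mM NADPH and 2 mM alpha-KG for 80 min at room temperature; remaining NADPH was read by diaphorase/resazurin fluorescence.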
Vif-A3F inh = blocks the Vif interaction with APOBEC3F; HeLa A3F-eYFP + Vif (tagged APOBEC3F with the HIV-1 protein that degrades it), YFP fluorescence increase; Potency, µM (series often up to 46.1 µM), without a hit: at the top dose activity, negative = active; hit rate 0.2% among 390,000; AID 602313; further: potency means the concentration at half of the fitted maximal effect; % of control where 0% means no effect; nearly all actives have a fitted effect of over 65% in size
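HeLa cells stably expressing A3F-eYFP plus Vif, plated and incubated overnight at 37 deg C, then exposed to compounds overnight at 37 deg C. Blocked degradation read as raised yellow fluorescence (Ex 488/Em 500-530).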
Glioma ERSR ind = ER stress response induction in glioma | Potency, µM, without a hit: at the top dose activation, most hits filed as activators | hit rate 0.02% among 420,000 | U87-MG GRP78 promoter luciferase reporter, 16 h; further: potency means the concentration at half of the fitted maximal effect; series mostly up to about 76 µM; % of control where 0% means no effect; nearly all actives have a fitted effect of over 35% in size
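ERSR induction read as luciferase luminescence (Bright-Glo, 10 min at room temperature) in stably transfected human U87-MG glioma cells exposed to compounds for 16 h, using GRP78 as sensor.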
TrxR1 substrate = rat thioredoxin reductase 1 substrate activity; O89049; hit rate 0.01% among 390,000; purified TrxR1 substrate turnover, NADPH consumption readout; Potency, µM (doses to about 114 µM), for inactives: at the highest dose activity change, negative = substrate turnover; further: potency means the concentration at half of the fitted maximal effect; on the % scale 0 is the no-effect control and ±100 the full control effect; nearly all actives have a fitted effect of over 50% in size
Target sequence (O89049 whole entry, looked up): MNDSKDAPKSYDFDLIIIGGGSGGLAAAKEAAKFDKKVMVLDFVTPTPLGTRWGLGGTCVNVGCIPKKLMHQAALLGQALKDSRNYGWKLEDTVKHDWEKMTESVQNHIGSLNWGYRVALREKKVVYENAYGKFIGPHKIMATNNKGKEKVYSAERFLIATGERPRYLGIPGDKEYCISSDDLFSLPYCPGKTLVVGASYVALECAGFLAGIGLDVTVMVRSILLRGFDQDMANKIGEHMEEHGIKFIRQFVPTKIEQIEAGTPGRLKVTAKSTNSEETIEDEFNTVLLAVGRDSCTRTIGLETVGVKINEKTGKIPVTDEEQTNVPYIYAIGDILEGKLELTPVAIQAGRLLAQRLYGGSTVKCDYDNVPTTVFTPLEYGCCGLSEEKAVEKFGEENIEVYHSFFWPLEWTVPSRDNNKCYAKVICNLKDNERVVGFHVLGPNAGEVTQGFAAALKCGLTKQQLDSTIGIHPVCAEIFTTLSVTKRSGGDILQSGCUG
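Rat TrxR1, dispensed at 90 nM, was prereduced with 400 uM NADPH (final) for 5 min at ~22 deg C, then incubated with compound 15 min before 400 uM selenite. A first-read NADPH fluorescence drop versus no-compound background flagged substrates.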
RGS4 inh = inhibitors of human regulator of G protein signaling 4; P49798; Transcreener GDP fluorescence polarization, RGS4-accelerated GTP hydrolysis; Potency, µM (top dose mostly 114 µM), for the others: at the top dose activity change, negative = inhibition, usual class: inhibitors; hit rate 0.039% among 390,000; AID 504845; further: potency means the concentration at half of the fitted maximal effect; on the % scale 0 is the no-effect control and ±100 the full control effect; nearly all actives have a fitted effect of over 75% in size; some results filed as inactive show a strong effect at the top dose
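MLSMR compounds (23 nl, pin-transferred) preincubated 10 min at room temperature with a 500nM (2x) first reagent, then RGS4 at 900nM (2x) plus Transcreener GDP mix added; fluorescence polarization (620/688 nm) read before and after 90 min at 30 °C.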
TrxR1 inh = rat TrxR1 inhibition; Potency, µM (titrated, usually from 114 µM), for the others: at the top dose activity change, negative = inhibition, actives largely listed as inhibitors; O89049; hit rate 1% among 390,000; recombinant rTrxR1, NADPH fluorescence consumption, selenite substrate; further: potency means the concentration at half of the fitted maximal effect; on the % scale 0 is the no-effect control and ±100 the full control effect; nearly all actives have a fitted effect of over 65% in size
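Rat TrxR1 (90 nM in the dispensed reagent) was pre-reduced with 400 uM NADPH for 5 min at room temperature, then incubated with compound for 15 min. After 400 uM selenite was added, NADPH fluorescence (Ex 340/Em 450 nm) was followed for 8 min.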
USP1 inh = inhibitors of human USP1/UAF1 deubiquitinase | AID 743255 | O94782 | recombinant USP1/UAF1, Ub-Rhodamine cleavage fluorescence | Potency, µM (titrated, usually from 57.1 µM), inactives show at the highest dose activity change, negative = inhibition, hits mostly inhibitors | hit rate 0.23% among 390,000; further: potency means the concentration at half of the fitted maximal effect; on the % scale 0 is the no-effect control and ±100 the full control effect; nearly all actives have a fitted effect of over 60% in size; inactives centre near -12
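1 nM enzyme complex + cpd, 15 min RT; start with Ub-Rho 150nM final; kinetic fluorescence ex 480/em 540, 6 reads q60 s. Buffer 50mM HEPES pH 7.8, 0.5mM EDTA, 0.1 mg/ml BSA, 1mM TCEP, 0.01% Tween-20.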
Active calls of the source: *; ? = inconclusive; nt = no result given; & = joins results of further samples; [ ] = dose if it differs, or a comment. Unless noted, the call rests on the fitted dose curve; in most records, active means well fitted curve in the direction sought with a large enough effect; inconclusive means small, poorly fitted or top-dose-only effect, or another doubt; inactive means no such curve, though single readings can be large; an effect the other way counts as inactive or inconclusive. Only part of the results is shown; count on the stated rates, not on these rows.

item	SMILES	LDHA block	Vif-APOBEC3G blk	mIDH1 inhibitor	Vif-A3F inh	Glioma ERSR ind
1	Cc1ccccc1C(=O)NC(=S)Nc1ccccc1[N+](=O)[O-]	-5	-7%	16%	-6%	3%
2	O=C(NCCCc1ccccn1)C1CCC(=O)N(Cc2cccc(F)c2)C1 (stereo not drawn)	-12	2%	-4%	-4%	-3%
3	COC(=O)C(C(=O)OC)C(CC(=O)c1ccc(Br)cc1)c1ccccc1 (stereo not drawn)	-3	0%	0%	-4%	-3%
4	O=C(COC(=O)C1CCCCC1)Nc1ccc(N2CCCCC2)cc1	3	-1%	8%	-15%	0%
5	CC(C)(Oc1ccc(Cl)cc1)C(=O)NCC(c1cccs1)N1CCOCC1 (stereo not drawn)	-5	2%	6%	-9%	-3%
6	Cc1cc(C)n(CCC(=O)Nc2ccc3c(c2)OCCO3)n1	-5	2%	12%	16%	-3%
7	CC(=O)NC(CC(=O)OCC(=O)N1CCN(S(=O)(=O)c2ccc(Cl)cc2)CC1)c1ccccc1 (stereo not drawn)	-4	-1%	0%	6%	-3%
8	CCC1CCc2c(c3ccccc3[nH]c2=O)O1 (stereo not drawn)	-3	1%	1%	-8%	-3%
9	N#CCC(=O)NNC(=S)NC(=O)C(c1ccccc1)c1ccccc1	-5	-1%	6%	5%	-2%
10	COc1cccc(C(=O)CN2CCN(S(=O)(=O)c3cccc([N+](=O)[O-])c3)CC2)c1	1	2%	0%	-2%	1%
11	O=C(/C=C/c1ccc(Cl)cc1Cl)NCc1ccncc1	-4	-8%	-1%	0%	3%
12	O=C(/C=C/c1ccccc1)NC(=S)Nc1cccnc1	-10	-2%	1%	-3%	-4%

item	TrxR1 substrate	RGS4 inh	TrxR1 inh	USP1 inh
1	7%[57.1 µM]	-34%	-51%	1%
2	-3%	-15%	19%	-7%
3	-13%	18%	13%[57.1 µM]	-2%
4	0%	4%	13%	-6%
5	-9%	15%	-4%	-7%
6	7%	-13%	21%	-20%
7	-8%	1%	2%	-15%
8	-1%	19%	6%	3%
9	-16%[57.1 µM]	-33%	13%[57.1 µM]	-6%
10	-1%	-16%	8.9µM*	3%
11	-9%	-7%	6%	-9%
12	3%	-14%	-9%	?

Rewritten in markdown: entries from further up
| # | SMILES | LDHA block | Vif-APOBEC3G blk | mIDH1 inhibitor | Vif-A3F inh | Glioma ERSR ind | TrxR1 substrate | RGS4 inh | TrxR1 inh | USP1 inh |
| --- | --- | --- | --- | --- | --- | --- | --- | --- | --- | --- |
| 10 | COc1cccc(C(=O)CN2CCN(S(=O)(=O)c3cccc([N+](=O)[O-])c3)CC2)c1 | 1 | 2% | 0% | -2% | 1% | -1% | -16% | 8.9µM* | 3% |
| 6 | Cc1cc(C)n(CCC(=O)Nc2ccc3c(c2)OCCO3)n1 | -5 | 2% | 12% | 16% | -3% | 7% | -13% | 21% | -20% |
| 8 | CCC1CCc2c(c3ccccc3[nH]c2=O)O1 (stereo not drawn) | -3 | 1% | 1% | -8% | -3% | -1% | 19% | 6% | 3% |

Continued.
item	SMILES	LDHA block	Vif-APOBEC3G blk	mIDH1 inhibitor	Vif-A3F inh	Glioma ERSR ind
13	Cc1cc2oc(C(=O)N(Cc3ccc(Cl)cc3)Cc3ccco3)c(C)c2cc1Cl	-9	nt	nt	nt	nt
14	CC(=O)N=C(N)Sc1nc2ccccc2[nH]1	-4	-7%	4%	2%	3%
15	CCOC(=O)Cc1csc(NC(=O)c2ccc(Br)cc2)n1	-1	0%	2%	0%	3%
16	O=C(C[n+]1cccc(Br)c1)c1ccccc1	-7&6	-1%&6%	-1%	8%	6%&-2%
17	CN(C)c1ccc(S(=O)(=O)N2CCC(Cc3ccccc3)CC2)cn1	-4	4%	-1%	3%	-4%
18	CC(C)NC(=O)CSc1nc(N)c(NC(=O)c2ccccc2F)c(=O)[nH]1	3	-8%	0%	3%	-1%
19	CCc1ccc(C2C(C(=O)Nc3ccccc3C)=C(C)Nc3nc(SCc4cccc(OC)c4)nn32)cc1 (stereo not drawn)	0	2%	9%	4%	-3%
20	COCCNC(=O)COC(=O)/C=C/c1c(C)nn(Cc2ccc(Cl)cc2Cl)c1Cl	-2	-4%	0%	-10%	-2%
21	CCc1cc2c3c([nH]c2cc1S(=O)(=O)NCCCOC)CC(C)(C)CC3=O	-3	0%	-1%	-2%	-7%
22	COc1ccc(C(c2sc3nc(C)nn3c2O)N2CC(C)OC(C)C2)cc1OC (stereo not drawn)	-2	-1%	-2%	-1%	-4%
23	O=C(Cn1c(=O)oc2ccccc21)Nc1ccc(S(=O)(=O)N2CCCCC2)cc1	-3	3%	-2%	0%	-8%
24	COc1cccc(NC(=O)CCC2CCN(C(=O)c3scnc3C)CC2)c1	-7	0%	-4%	-12%	-4%

item	TrxR1 substrate	RGS4 inh	TrxR1 inh	USP1 inh
13	-6%	30%	17%	?
14	12%[57.1 µM]	-15%	11%[57.1 µM]	-11%
15	-3%	-8%	7%	-14%
16	5%&6%	-7%	4%&-21%	-24%
17	3%	2%	10%	-8%
18	-6%	-5%	-8%	-19%
19	1%[57.1 µM]	-18%	15%[57.1 µM]	-15%
20	2%	-12%	12%	-13%
21	-3%	-9%	16%	-14%
22	6%[57.1 µM]	21%	14%[57.1 µM]	-22%
23	4%	-51%	5%	-11%
24	-6%	16%	-7%	-1%

item	SMILES	LDHA block	Vif-APOBEC3G blk	mIDH1 inhibitor	Vif-A3F inh	Glioma ERSR ind
25	CCc1ccc(S(=O)(=O)NCc2nc3cccnc3n2Cc2cccc(OC)c2)cc1	1	1%	-4%	6%	-2%
26	Cc1ccc2nc(NCCCN3CCOCC3)c(C=NCCCN3CCOCC3)c(=O)n2c1	2	2%	-3%	9%	-2%
27	Nc1ccc(O)c2c(=O)cc(-c3ccccc3Cl)oc12	0	-4%	3%	-5%	1%&-1%
28	CCOc1ccc(NC(=NCc2ccc3c(c2)OCO3)SC2CC(=O)N(c3ccc(C(=O)O)cc3)C2=O)cc1 (stereo not drawn)	-3	2%	5%	12%	-8%
29	CC(C)(C)c1ccc(CNc2cc(N3CCOCC3)ccc2[N+](=O)[O-])cc1	-6	-8%	-2%	-1%	-5%
30	CN(C)c1ccc(CC2C(=O)Nc3ccccc32)cc1 (stereo not drawn)	37	-4%	10%	3%	7%
31	CCCCn1c(N)c(N(CC(C)C)C(=O)COC(=O)Cc2cccc(OC)c2)c(=O)[nH]c1=O	1	0%	4%	8%	-4%
32	O=C(c1cnc(N2CCOCC2)c2ccccc12)N1CCN(c2ccccc2F)CC1	-9&-9	0%	13%	-1%	-4%
33	c1ccc(C(CN2CCOCC2)c2ccccc2)cc1	-17	2%	0%	-2%	-4%
34	O=C(O)CNC(=O)c1ccc(OC(F)F)cc1	-3	1%	-2%	1%	-1%
35	Cc1ccccc1C(=O)N=c1sccn1C	4	-2%	-3%	?	9%
36	COc1cc(C(=O)N2CCN(c3ccccc3)CC2)c2ccccc2n1	-10	-37%	-5%	-9%	-5%

item	TrxR1 substrate	RGS4 inh	TrxR1 inh	USP1 inh
25	-4%[57.1 µM]	4%	5%[57.1 µM]	9%
26	27%[57.1 µM]	25%	-20%[57.1 µM]	-3%
27	-1%	-14%	6%	?
28	-2%	-12%	0%	-2%
29	-9%	-5%	13%	-6%
30	2%	?	4%[57.1 µM]	-20%
31	0%	5%	8%	-3%
32	-2%[57.1 µM]	-11%	5%[57.1 µM]	-19%
33	4%	10%	10%	-13%
34	9%	5%	12%	-2%
35	-10%	23%	-13%	8%
36	9%[57.1 µM]	20%	23%[57.1 µM]	-6%

Values in list order from the entries so far.
TrxR1 inh for entries 30 to 35, in order: 4%[57.1 µM], 8%, 5%[57.1 µM], 10%, 12%, -13%
USP1 inh for entries 30 to 35, in order: -20%, -3%, -19%, -13%, -2%, 8%
Vif-APOBEC3G blk for entries 30 to 35, in order: -4%, 0%, 0%, 2%, 1%, -2%

The list goes on:
item	SMILES	LDHA block	Vif-APOBEC3G blk	mIDH1 inhibitor	Vif-A3F inh	Glioma ERSR ind
37	C#CCOCCOCCOCCNc1nc(N2CCN(C(=O)[C@H]([C@@H](C)CC)n3cc([C@@H](N)CO)nn3)CC2)nc(N2CCN(C(=O)[C@H](Cc3ccc(O)cc3)n3cc([C@@H](N)C(C)CC)nn3)CC2)n1 (stereo partly drawn)	1	0%	4%	1%	-1%
38	COc1cccc(Cn2c(=O)cc(C)c3c(C)nn(C)c32)c1	3	-4%	10%	5%	-1%
39	COc1ccc(C(CNC(=O)CSc2ccc(Br)cc2C)N2CCOCC2)cc1 (stereo not drawn)	-5	1%	4%	-15%	-3%
40	COc1ccc(OC)c(NC(=O)CCCOc2cc(=O)n(C)c3ccccc23)c1	-8	-2%	2%	-14%	4%

item	TrxR1 substrate	RGS4 inh	TrxR1 inh	USP1 inh
37	-6%[57.1 µM]	0%	13%[57.1 µM]	-30%
38	6%[57.1 µM]	-2%	17%[57.1 µM]	-30%
39	-6%	18%	5%	-7%
40	2%	-4%	14%	-7%
